Screening results (PubChem)
HSF1 activator – increases HSF-1 driven luciferase reporter signal; NIH3T3-HGL HSF-1 luciferase reporter, MG132, 8 h; 100% = twice DMSO control signal; activation, % at 9 µM; actives 1.7% (n = 300,000); AID 504408;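 active = mean replicate activation of at least 50% with a set share of replicates each reaching 50%; inconclusive = only one of those two conditions met; inactive = mean below 50% and too few replicates reaching it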;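 note: 0% = median of the neutral control wells and 100% = twice that signal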
aSyn UTR inh – 5' untranslated region of α-synuclein, MLPCN primary screen. alpha-synuclein 5'UTR reporter, inhibitor activity. inhibition, % (tested at 7.5 µM). actives 0.82% (n = 300,000). AID 1813; in the data active = inhibition above about 60%; inconclusive = no clear call, values can overlap the other calls;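 note: H4 neuroglioblastoma cells stably carrying SNCA 5'UTR luciferase fusion; 0% = DMSO wells and 100% = positive control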
AI-2 QS mod – modulators of Vibrio harveyi AI-2 quorum sensing system. Vibrio harveyi JMH597 AI-2 luminescence/OD600 ratio, 9 h; stronger effect = lower value; strain lacks LuxN and CqsS sensors; 0 = neutral-control median. activity change, % at 7.5 µM. actives 0.4% (n = 300,000); in the data active = activity change below about -75%, passing the limit was not always enough; inconclusive = no clear call, values can overlap the other calls;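 note: luminescence divided by OD600 gain over 9 h not by final OD600 alone; inactives centre near 13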
Platelet DG rel – platelet dense granule release activity; human platelet-rich plasma, SFLLRN dense granule ATP release, luminescence; inhibition, %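 (compounds screened at 7.5 µM in platelet-rich plasma)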; actives 0.22% (n = 300,000); AID 1663;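 active = mean replicate score, as percent of positive control, at or above 50; inconclusive = mean below 50 but at least one replicate at or above 50; inactive = mean and every replicate below 50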
HSF1 inhib – HSF1 inhibition | NIH3T3-HGL HSE-luciferase, MG132-induced, luminescence 8 h; stronger effect = lower value | AID 2098 | activity change, negative = inhibition, % at 7.5 µM (by protocol) | actives 0.77% (n = 300,000);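 active = more than half of replicate wells show activity change below -50%, luminescence cut by over half; inconclusive = some wells, but at most half, below -50%; inactive = no replicate well below -50%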;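 note: luciferase reports HSF-1 transcriptional activity via heat shock element; 0% = median of DMSO wells and -100% = zero luminescence signal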
KLF5 inhibitor – kruppel-like factor 5 inhibition | inhibition, % at 5 µM | actives 0.23% (n = 290,000) | AID 1700 | DLD-1 KLF5 promoter-luciferase reporter, luminescence;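 active = inhibition above a per-plate limit of that plate's mean compound inhibition plus 3 SD, cut at about 60% in these data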;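 note: 0% = DMSO wells and 100% = LY294002 at 200 µM; higher means less KLF5 promoter-driven luciferase light; inactives centre near -14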
HIF activator – HIF pathway transcriptional activation | U2OS HRE-luciferase reporter, luminescence; normalized: DMSO 0%, desferrioxamine 100% | activation, % at 7.5 µM (by protocol) | actives 0.32% (n = 300,000);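 active = mean activation of at least 10% of the iron chelator positive control signal, with at least half of replicates also reaching 10%; inconclusive = mean and replicate majority disagree about reaching 10%; inactive = mean and most replicates under 10%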
SKKanGAS inh – SKKanGAS growth inhibition | S. pyogenes SKKanGAS, kanamycin growth, BacTiter-Glo, 6 h | inhibition, % at 7.5 µM | actives 1.3% (n = 300,000) | AID 1662;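 active = mean replicate score, as percent of positive control median, at least 50; inconclusive = mean below 50 but one replicate at or above 50; inactive = mean and every replicate below 50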;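 note: strain carries kanamycin resistance gene driven by streptokinase promoter and grows in 40 µg/ml kanamycin; loss of luminescence reflects streptokinase promoter inhibition or plain growth inhibition; 0% = median of DMSO wells and 100% = positive control at its reference dose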
IEC-6 tox – counter-screen for KLF5 inhibitors: cytotoxicity in IEC-6 cells. IEC-6 cytotoxicity, luminescence viability. AID 1825. inhibition, % at 5 µM. actives 0.78% (n = 290,000); in the data active = inhibition above about 22%;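 note: 0% = plate median of test compound wells and 100% = cytotoxic reference compound wells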
HSP90 inh – inhibitors of HSP90 luciferase refolding in rabbit reticulocyte lysate; luciferase refolding luminescence, 3 h; inhibition, % at 5.6 µM; actives 0.91% (n = 290,000);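 active = inhibition above the screen-wide mean plus 3 SD, computed separately per campaign, cut at about 16% in these data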;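 note: 0% = DMSO wells and 100% = 60 µM geldanamycin wells; inhibitors lower the luminescence because luciferase stays unfolded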
Starred values were filed as active, the others as inactive; u = inconclusive; x = no result given. This is a random part of the collection, and some 6% of all compounds hit somewhere here.

SMILES	HSF1 activator	aSyn UTR inh	AI-2 QS mod	Platelet DG rel	HSF1 inhib	KLF5 inhibitor	HIF activator	SKKanGAS inh	IEC-6 tox	HSP90 inh
C=CCn1c(SCC(=O)Nc2cc(C)cc(C)c2)nnc1-c1cnccn1	-9	4	13	-2	0	-12	0.0	x	4	5
O=C(/C=N/O)NCc1ccncc1	-3	23	20	-7	-10	-47	-0.4	3	-2	3
COc1ccc2[nH]c3c(c2c1)CCN1C(=O)N([C@@H](C)C(=O)NCc2ccco2)C(=O)[C@]31C	4	25	17	6	0	-21	-0.3	-2	-7	-2
CCOC(=O)C1C(=O)NC(N2CCN(CC)CC2)=NC1c1ccccc1 (stereo not given)	-1	31	8	-4	-7	10	-0.5	6	-4	4
CCOc1ccc(CCNC(=O)CSCc2ccc(C)cc2)cc1OCC	4	3	7	-3	16	-11	0.6	-14	-2	-1
CN1CCN(S(=O)(=O)c2ccc([N+](=O)[O-])cc2)CC1	2	10	32	4	-4	-37	-0.2	4	0	-4
COCc1cc(=O)[nH]c(-c2ccccc2)n1	3	22	10	-3	-8	-9	0.1	-2	6	5
CCn1c(CN2c3ccccc3Sc3ccccc32)n[nH]c1=S	4	12	0	-19	9	-10	0.9	-4	-3	1
COc1ccc(/C=C2\SC(=S)N(CCC(=O)NCCCN3CCOCC3)C2=O)cc1	-6	11	6	-2	2	-35	0.4	2	-4	-5
O=C(NC1CCCCC1)c1ccccc1-c1ccccc1	19	1	16	-10	1	-4	-0.4	1	-1	-1
O=C(O)/C=C/C(=O)Nc1ccccc1-c1ccccc1	-25	-7	4	5	-14	-1	-1.4	3	2	-6
CC(NC(=O)C(=O)N1CCCCC1)C(c1cccs1)N1CCN(Cc2ccccc2)CC1 (stereo not given)	-19	6	11	2	-7	-21	-0.1	-10	0	-3
NS(=O)(=O)c1ccc(NC(=O)COC(=O)c2ccc([N+](=O)[O-])s2)cc1	13	21	66	7	13	-7	-0.2	6	-2	2
C/C(=N\NC(=O)c1ccc2c(c1)OCO2)c1ccc2c(c1)OCO2	19	-83	31	-2	5	-4	1.1	-4	4	2
COc1cccc(COC(=O)CCNC(=O)c2ccc(Cl)cc2)c1OC	20	0	16	3	11	x	-0.3	-14	x	x
Cc1nc2c(C)cccn2c(=O)c1NC(=O)c1cccs1	1	-2	4	-1	-5	x	-0.3	-2	x	x
O=C(NN=C1CCCCCCC1)c1ccc(F)cc1	23	-2	13	-4	-3	-39	0.6	3	-5	-6
Cc1cnc(NC(=O)C2CC=CCC2)s1 (stereo not given)	-9	-54	23	5	-8	-56	-0.5	0	-4	-2
O=C(Nc1cccc(S(=O)(=O)N2CCCCC2)c1)c1ccc2ncsc2c1	-10	-44	-4	0	-18	-49	0.0	2	-2	11
C=CCOc1c(CNc2ccc(C(=O)O)cc2)cccc1OC	-8	-7	-66	3	-14	-2	0.3	-4	2	3
O=C1CC(NC(=O)C(F)(F)F)=NN1c1ccccc1	-4	2	5	1	2	-14	0.3	4	-5	-1
NN(Cc1ccccc1)C(=S)Nc1ccc(Cl)c(Cl)c1	22	-8	u	-2	8	-8	0.0	29	4	0
O=C(Nc1cccc2c1CCCC2)c1ccccc1Cl	5	-1	4	0	-1	-33	1.2	0	0	-2
O=C(NCc1nc2ccccc2[nH]1)c1ccc([N+](=O)[O-])cc1	-1	-2	9	8	-4	-4	0.4	-12	-6	-1
Cc1ccc(S(=O)(=O)Nc2ccc3c(c2)c2c(n3S(=O)(=O)c3ccc(C)cc3)CCCC2=O)cc1	14	12	17	-8	-12	-24	-0.8	6	2	8
CCCCCCCC1CC(=O)C=C(C)C1C(=O)OCC (stereo not given)	9	7	9	16	6	7	81*	6	-3	5
O=C1NCCCC1C(=O)NCCN1C(=O)CCC1=O (stereo not given)	-7	15	3	-4	4	-20	x	-1	-2	-3
O=C1Nc2ccccc2/C1=N/N=C/c1ccc(-c2ccc([N+](=O)[O-])cc2)o1	5	20	24	1	2	-156	-1.4	-7	-1	1
CCS(=O)(=O)c1ccc2oc(Nc3cccc(OC)c3)nc2c1	24	-145	u	10	18	-27	2.9	6	5	-2
O=C(Nc1cccc2ccccc12)N1CCc2ccccc2C1	-10	-22	12	-4	0	-21	0.7	1	-3	-3
COc1cc(CN2CCN(CCCc3ccccc3)C(CCO)C2)cc(OC)c1O (stereo not given)	-15	7	6	-1	-10	-7	0.2	0	-3	-2
COC(=O)c1cnn2c(C)c(Cc3cccc(F)c3)c(C)nc12	14	18	1	-11	13	-11	-0.3	1	-6	0
c1ccc(NCCCNc2ccccc2)cc1	-2	-7	-81*	0	1	-5	0.1	-1	1	-2
COCCOC(=O)C1=C(C)NC(=O)NC1c1c(F)cccc1Cl (stereo not given)	1	-7	1	-7	-6	-22	0.3	-3	0	-3
O=C(Cn1nc(Cl)nc1Cl)c1ccc2c(c1)OCCO2	0	-32	5	8	0	7	-0.7	1	2	-1
Clc1ccc(Cc2noc(-c3cccs3)n2)cc1	48	-132	-10	4	37	-30	4.2	0	-5	-3
CCOC(=O)Cc1cc(=O)n2[nH]c(C(C)(C)C)cc2n1	19	4	-2	-9	0	-18	-0.5	-14	2	2
Cc1sc2nc(CC(=O)N3CCCC3)[nH]c(=O)c2c1C	-2	-15	18	-5	1	-8	0.0	-1	-5	2
COc1ccc(NC(=O)Nc2c(C)n(C)n(-c3ccccc3)c2=O)c(OC)c1	-8	3	14	13	-9	-8	-0.6	-2	5	-2
CN1CCN(/N=C/c2nc(-c3ccc(Cl)cc3)n3ccccc23)CC1	-3	-1	-7	-1	-11	-43	0.0	2	3	9
CCc1cc(=O)oc2cc(OC3CCCCC3=O)ccc12 (stereo not given)	3	0	3	-5	3	-17	1.3	-2	-4	-3
O=C(Nc1nc(-c2cc3ccccc3oc2=O)cs1)c1ccco1	9	-21	-6	5	8	-13	0.0	1	0	-5
CCCCN(C(=O)c1ccc2c(c1)OCO2)C1CCS(=O)(=O)C1 (stereo not given)	-8	3	8	2	-4	x	0.1	0	x	x
C[n+]1ccccc1/C=C/c1c(F)cccc1F	12	5	5	2	-2	-27	-1.8	0	2	3
O=C(NNC(=O)C1CCCN(S(=O)(=O)c2cccc(F)c2)C1)C1CC1 (stereo not given)	4	3	14	2	-4	-12	-0.2	5	-1	6
CCOC(=O)C1=C(C)N(C)C(C)=C(C(=O)OCC)C1c1ccncc1	-2	25	5	-3	1	8	-1.9	1	2	-2
N#Cc1ccc(Cl)cc1NC(=O)CSc1nc2nc(-c3cccs3)cc(C(F)(F)F)c2c(=O)[nH]1	-5	19	22	0	-8	16	-0.4	55*	2	-1
Cc1cc(NC(=O)/C=C/c2ccc(F)cc2)n(-c2nc3ccccc3[nH]2)n1	46	-17	11	-5	7	-24	1.4	-7	5	-3
CCN(CC)CCNC(=O)c1ccc(NC(=O)c2cccc(S(=O)(=O)Nc3ccc(C)cc3)c2)cc1	5	-6	2	7	-6	-46	0.5	6	-2	4
NC(=O)c1ccc(NC(=O)COC(=O)c2ccccc2Nc2ccccc2)cc1	-2	11	17	6	-2	6	-0.1	-6	3	-3
Next results
SMILES	HSF1 activator	aSyn UTR inh	AI-2 QS mod	Platelet DG rel	HSF1 inhib	KLF5 inhibitor	HIF activator	SKKanGAS inh	IEC-6 tox	HSP90 inh
CC(C)(C)NC(=O)NC(=O)COC(=O)C1CC(=O)N(Cc2ccccc2)C1 (stereo not given)	-15	-1	22	-6	-2	-45	-1.1	7	6	2
CCCC(=O)N(Cc1cc(=O)[nH]c2ccccc12)c1ccccc1C	-4	23	7	-1	3	-40	-1.8	-2	-5	0
CC(C)c1ccc(NC(=O)Cn2c(=O)oc3ccccc32)cc1	3	-60	-41	-3	-4	-12	-31	19	-2	2
Clc1ccc(CN2CCSCC2)c(Cl)c1	-2	11	-10	0	1	6	2.2	-10	1	0
Cn1c2ccccc2c2c(C(=O)NCCCN3CCCC3=O)cn(C3CCCCC3)c(=O)c21	31	1	25	-6	1	-29	-43	13	-4	4
C/C(=N/O)c1ccccn1	1	-14	31	-1	-3	-4	0.2	3	-6	3
O=C(CCc1nnc(Cc2cccc(C(F)(F)F)c2)o1)NCCc1ccccc1F	30	-71	4	12	27	-20	2.8	0	2	1
CCN(CC)C(=O)CSc1nc(O)c(Cc2ccc(OC)cc2)c(=O)[nH]1	-8	10	6	0	-13	-13	-22	2	5	-4
CCOc1ccc2nc(N3CCCC(C(=O)NCCCN4CCCCC4)C3)sc2c1 (stereo not given)	7	-86	11	-12	9	-78	1.7	5	5	-6
Cc1ccc(-c2nc(S(=O)(=O)c3ccc(C)cc3)c(N3CCOCC3)o2)cc1	-11	12	7	1	-3	-18	-0.3	-1	-7	0
CCN(C(=O)COC(=O)C1CCN(S(=O)(=O)c2ccc(C)c(C)c2)CC1)C1CCS(=O)(=O)C1 (stereo not given)	1	7	-3	-22	-3	x	-0.2	-12	x	x
COc1cccc(C(=O)O/N=C(\N)c2ccccn2)c1	-89	6	x	u	-87*	-48	-4.4	-1	-2	67*
Cc1nn(C)c(C)c1CNC(=O)Nc1cccc(Cl)c1C	-2	-53	6	-5	4	-41	1.3	-4	3	-1
CC1CCN(S(=O)(=O)c2ccc3c(c2)N(C)C(=O)CC(=O)N3C)CC1	1	12	9	2	-1	-11	-0.1	0	4	-2
Cc1cc2c(sc3c(C)ccc(C)c32)c(C)n1	10	-24	1	3	0	0	-0.1	-11	-4	0
COc1ccc(N2CCN(C(=O)c3ccc(F)cc3)CC2)c([N+](=O)[O-])c1	-48	9	9	-2	-38	-7	-0.9	6	-2	-2
Nc1ccccc1SCC(O)Cn1ccc2ccccc21 (stereo not given)	-3	1	4	-4	2	-34	-0.5	2	3	-5
COc1cccc(CNC(=O)c2n[nH]c3ccccc23)c1	26	-33	-21	-1	11	-16	2.5	-3	-2	6
C=CCSc1nnc(NC(=O)CSc2nc3ccccc3[nH]2)s1	-3	-37	3	0	0	-2	0.7	2	-5	-2
Nc1nc(SCC(=O)Nc2ccccc2-c2ccccc2)n[nH]1	5	6	10	1	5	-16	-0.2	6	1	2
Cc1ccc(C2CC(c3cccs3)=NN2C(=O)CSc2nc(=O)n3cc(C)ccc3n2)cc1 (stereo not given)	17	-1	23	1	18	x	-0.4	48	x	x
O=C1CCC(C(=O)N2CCSCC2)CN1Cc1cccc(C(F)(F)F)c1 (stereo not given)	39	-8	17	16	-2	-24	1.4	2	-1	1
Cc1cccc(C(=O)Nc2cccc(C(=O)Nc3cc(C)ccn3)c2)c1	7	-20	16	2	-2	-24	0.7	-1	-4	-5
CCOc1ccc(S(=O)(=O)N(C)c2ccc(OCC(=O)OCc3c(C)noc3C)cc2)cc1	-3	6	12	-2	-11	1	-1.1	-5	-2	3
Cc1c(C#N)c2ccccc2n1CCOc1ccccc1F	14	30	15	6	8	4	-0.3	35	2	-1
CSCCC(NS(=O)(=O)c1ccc(Cl)cc1)C(=O)OCc1cccc(Cl)c1 (stereo not given)	31	1	0	7	20	-46	-0.4	10	1	-5
